SMN2 splice up = increases expression of the SMN2 splice variant; 2.8% of 210,000 active; HEK293 SMN2-luciferase splicing reporter, luminescence, 30-36 h; Potency, µM (top dose mostly 46.1 µM), without a hit: at the highest dose activity change, positive = activation, usual class: activators; note: % of control where 0% means no effect; nearly all actives have a fitted effect of over 55% in size
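HEK293 cells carry an SMN2 minigene-luciferase reporter in which exon 7 inclusion puts luciferase in frame. Cells were seeded at 2000 cells/well, attached for 10-12 hours, then exposed to compounds for 30-36 hours at 37C before ONE-Glo luminescence.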
KDM4E inh = blocks human JMJD2E demethylase activity. Potency, µM (series often up to 57.1 µM), inactives show top-dose activity change, negative = inhibition, hits mostly inhibitors. AID 2147. 1.6% of 230,000 active. B2RXH2. JMJD2E catalytic domain, FDH-coupled NADH fluorescence (FDH is formaldehyde dehydrogenase); active = well fitted inhibition curve with a large enough effect, not every such curve was filed as active; inconclusive = small, poorly fitted or top-dose-only effect, or another doubt; inactive = no such curve, though single readings can be large or run the other way;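 note: 0% = wells with enzyme and -100% = buffer wells without enzyme; nearly all actives have a fitted effect of over 50% in size; many of its hits are not listed in these tables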
Target sequence (B2RXH2 1-337 limits assumed): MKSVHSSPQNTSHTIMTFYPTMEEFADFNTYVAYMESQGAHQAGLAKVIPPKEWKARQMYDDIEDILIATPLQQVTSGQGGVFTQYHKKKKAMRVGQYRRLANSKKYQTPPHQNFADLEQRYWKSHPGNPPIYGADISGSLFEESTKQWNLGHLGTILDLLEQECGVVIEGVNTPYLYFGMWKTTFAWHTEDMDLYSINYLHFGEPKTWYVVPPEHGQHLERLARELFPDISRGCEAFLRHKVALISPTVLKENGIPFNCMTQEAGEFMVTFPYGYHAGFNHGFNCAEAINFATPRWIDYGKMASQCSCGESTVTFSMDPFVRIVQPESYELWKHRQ
RECQ1 inh = inhibitors of human RECQ1 DNA helicase. P46063. RECQ1 DNA unwinding, red fluorescence kinetic read. Potency, µM (titrated, usually from 57.3 µM), for the others: top-dose activity, negative = inhibition, hits mostly inhibitors. 0.54% of 240,000 active. AID 2549;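 note: plate controls were vehicle for no effect and no enzyme for full effect; nearly all actives have a fitted effect of over 30% in size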
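RECQ1T1 50 nM; forked duplex (20 bp + 30-nt ss tails) 200 nM, ATP 2 mM final; pH 8.0, 2 mM MgCl2, 2.5 ug/ml poly(dI-dC); 15 min compound preincubation; discontinuous kinetic read over 2 h at RT.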
ALDH1A1 block = blocks purified human ALDH1A1 activity; P00352; Purified ALDH1A1, NADH fluorescence, propionaldehyde substrate; Potency, µM (top dose mostly 75.3 µM), without a hit: top-dose activity, negative = inhibition, actives largely listed as inhibitors; 7.3% of 220,000 active; active = well fitted inhibition curve with a large enough effect, not every such curve was filed as active; inconclusive = small, poorly fitted or top-dose-only effect, or another doubt; inactive = no such curve, though single readings can be large or run the other way;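 note: plate controls were no enzyme wells and a reference inhibitor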
TRb SRC2 PPI = TRbeta-SRC2 interaction inhibition; Potency, µM (titrated, usually from 106 µM), for inactives: at the top dose activity change, negative = inhibition, usual class: inhibitors; TRbeta-SRC2 peptide binding, fluorescence polarization; receptor liganded with 1 µM T3; 0.065% of 280,000 active; P10828;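 note: plate controls were bound peptide for no effect and peptide without receptor for full effect; nearly all actives have a fitted effect of over 50% in size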
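Fluorescence polarization of 20 nM Texas Red SRC2 peptide with 0.6 uM human TRb ligand-binding domain, in Tris buffer with 1uM T3 and 5% DMSO. Incubated 5 hr ambient; normalized to unbound and bound controls.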
LMNA splice mod = LMNA splicing modulation. HeLa LMNA splicing GFP/RFP minigene ratio, 48 h. Potency, µM (doses to about 46.1 µM), without a hit: at the top dose ratio change, negative = inhibition, usual class: inhibitors. 0.01% of 200,000 active. AID 1487; active = well fitted inhibition curve with a large enough effect in the signal ratio, with a control signal flat, not every such curve was filed as active; inconclusive = small, poorly fitted or top-dose-only effect, or effect the other way, or a change in a side signal; the % refers to the signal ratio; note: % is set by controls: 0 for no effect and ±100 for the full control effect
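Read-out is the ratio of GFP to DsRed2 object intensity, acquired by 488 nm laser-scanning cytometry on HeLa lamin A-EGFP minigene reporter cells. Compound incubation 48 hrs at 37 °C in Opti-MEM with 2% FBS; DMSO 0.5% final.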
TexasRed fluor = Texas Red fluorescence interference in TRb-SRC2 counter-screen | TRb/SRC2 Texas Red total fluorescence interference | Potency, µM (series often up to 106 µM), inactives show at the top dose fluorescence change, negative = quenching | 0.29% of 280,000 active | AID 1479; active = well fitted curve in either direction with a large enough effect; inconclusive = small, poorly fitted or top-dose-only effect; note: % is set by controls: 0 for no effect and ±100 for the full control effect
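Flags fluorescent or light-absorbing compounds by total fluorescence, S + 2P, at 555 nm excitation and 632 nm emission. Mixture: 20 nM Texas Red SRC2 peptide, 0.6 uM human TRb LBD, 1 uM T3, 5% DMSO; compound exposure 5 h at ambient temperature.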
RGS12 GoLoco inh = RGS12 GoLoco-Gai1 interaction inhibition | Gai1:RGS12 GoLoco peptide FP, rhodamine, 10 min | Potency, µM (titrated, usually from 61.6 µM), without a hit: at the highest dose activity, negative = inhibition, actives largely listed as inhibitors | 0.44% of 230,000 active | AID 880; active = well fitted inhibition curve with a large enough effect, not every such curve was filed as active; inactive = no such curve, though single readings can be large or run the other way; note: % is set by controls: 0 for no effect and ±100 for the full control effect; nearly all actives have a fitted effect of over 30% in size; many of its hits are not listed in these tables
Target sequence (P63096 whole entry, looked up): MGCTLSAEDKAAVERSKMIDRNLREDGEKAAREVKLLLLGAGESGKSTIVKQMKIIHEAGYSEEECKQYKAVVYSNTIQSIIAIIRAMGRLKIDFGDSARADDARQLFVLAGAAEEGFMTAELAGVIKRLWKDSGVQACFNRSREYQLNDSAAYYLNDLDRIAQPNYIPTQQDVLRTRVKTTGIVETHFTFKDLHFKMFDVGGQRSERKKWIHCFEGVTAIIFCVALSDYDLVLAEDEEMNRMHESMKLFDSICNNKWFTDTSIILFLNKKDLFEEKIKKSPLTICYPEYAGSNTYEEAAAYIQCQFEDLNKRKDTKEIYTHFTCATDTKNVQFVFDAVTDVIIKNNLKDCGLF
* hit, by the source's call; i = inactive; ? = inconclusive; . = no result given; & = joins results of further samples; [ ] = dose if it differs, or a comment. Unless noted, calls come from the whole dose curve; as a rule, active = well fitted curve in the direction sought with a large enough effect; inconclusive = small, poorly fitted or top-dose-only effect, or another doubt; inactive = no such curve, though single readings can be large; an effect the other way counts as inactive or inconclusive. Potency is the fitted concentration of half-maximal effect. This is a subset, so the mix of outcomes need not match the whole.

| SMILES | SMN2 splice up | KDM4E inh | RECQ1 inh | ALDH1A1 block | TRb SRC2 PPI | LMNA splice mod | TexasRed fluor | RGS12 GoLoco inh |
| --- | --- | --- | --- | --- | --- | --- | --- | --- |
| Cc1cc(Cl)ccc1OCc1nc(-c2ccc(O)cc2)n[nH]1 | 10% | 6% | 0% | -7% | 4% | -15% | -1% | 2% |
| CN(C)c1ccc(C(CC(=O)c2ccccc2)C2CCCCC2=O)cc1 (configuration not stated) | 7% | -3% | -6% | ? | 7% | -5% | -2% | -10% |
| COc1ccc(CNc2nc(-c3ccoc3)nc3ccccc23)c(OC)c1 | -7% | ? | -11% | -6% | 7% | ? | -24% | 24% |
| O=C(CCN1C(=O)c2ccccc2C1=O)Oc1ccc2ccccc2c1 | -40%[inhibitor] | 2% | i | ? | -12% | 2% | 1% | 6% |
| Cc1nccn1-c1ccc(C(F)(F)F)cc1NC=O | -10% | 1% | -8% | 4% | -15% | 2% | -2% | -5% |
| O=C(NC1CCN(Cc2ccccc2)CC1)C1COc2ccccc2O1 (configuration not stated) | 20% | 4% | 15% | 3% | 5% | 7% | 0% | 8% |
| O=C(CN1C(=O)CCSc2ccccc21)Nc1ccc2c(c1)OCO2 | -23% | -2% | -5% | -3% | 2% | 8% | 1% | -1% |
| Cc1ccc(OCCn2cnc3c(N)ncnc32)cc1 | -24% | 9% | -1% | 12% | -3% | ? | 2% | -5% |
| CC1=C(C(N)=O)C(c2cccs2)NC(=S)N1 (configuration not stated) | . | -2% | -7% | ? | -4% | . | -8% | 16% |
| NC(=O)CSCc1cccc(Br)c1 | -11% | -7% | 4% | 7% | 2% | -16% | 0% | 1% |
| Cc1cc(NC(=O)CCC(=O)N(CC(=O)NC2CCCC2)Cc2ccc3c(c2)OCO3)no1 | . | -18% | -4% | 3% | 1% | 19%[46 µM] | -1% | 1% |
| CCC(C)Sc1nnc(CSc2nc(C)cc(C)n2)n1C (configuration not stated) | -8% | -7% | -15% | 5% | -3% | ? | -1% | -7% |
| CCCOC(=O)C1=C(C)NC2=C(C(=O)CCC2)C1c1ccc(N(C)C)cc1 (configuration not stated) | -4% | -14% | -9% | ? | -3% | -2% | 0% | -7% |
| OC(C#CCN1CCCC1)(c1ccccc1)c1cccc(F)c1 (configuration not stated) | -3% | 4% | i | 2% | -18% | 1% | -7% | -7% |
| CCn1nnc(-c2ccccc2NC(=O)c2ccc(-n3cnnn3)cc2)n1 | -22% | ? | 4% | ? | -4% | 15% | -3% | -5% |

The final 2 entries of the section above are carried over, then new ones follow.
| SMILES | SMN2 splice up | KDM4E inh | RECQ1 inh | ALDH1A1 block | TRb SRC2 PPI | LMNA splice mod | TexasRed fluor | RGS12 GoLoco inh |
| --- | --- | --- | --- | --- | --- | --- | --- | --- |
| OC(C#CCN1CCCC1)(c1ccccc1)c1cccc(F)c1 (configuration not stated) | -3% | 4% | i | 2% | -18% | 1% | -7% | -7% |
| CCn1nnc(-c2ccccc2NC(=O)c2ccc(-n3cnnn3)cc2)n1 | -22% | ? | 4% | ? | -4% | 15% | -3% | -5% |
| Cc1ccc(NC(=O)NC2=NN(c3ccccc3)C(=O)/C2=C2/CCCN2C)cc1 | 13% | -6% | -5% | 7.1µM* | 6% | ? | 1% | 10% |
| CC1(C)CC(=O)C(C=NCC2CCN(C(=O)Nc3ccc(Cl)c(Cl)c3)CC2)=C(O)C1 | -11% | 6% | -2% | ? | -7% | 3% | -4% | 4% |
| CCc1ccccc1NC(=S)N(Cc1ccc(C(=O)O)cc1)Cc1ccc(OC)c(OC)c1 | . | -2% | -16% | -9% | -3% | . | -6% | -6% |
| CCC(=O)Nc1cc(-c2nn3c(C)nnc3s2)ccc1C | -14% | -2% | -4% | 12% | -4% | ? | -5% | -12% |
| C=C1c2cccc(C(F)(F)F)c2O[C@H](C(=O)OCC)[C@@H]1CCCCCC | . | . | i | 4% | 10% | . | 0% | 1%[88.7 µM] |
| CCOc1ccc(NC(=O)CSc2ccccc2N)cc1 | ? | -4% | i | ? | -11% | . | -1% | 8% |
| O=C(N/N=C/c1ccc(OCC(=O)N2CCOCC2)cc1)c1ccccc1Cl | 0% | 7% | i | 0% | 5% | -7%[46 µM] | -1% | 8% |
| NC(=O)c1snnc1-c1ccccc1 | . | -3% | 13% | 6% | 7% | . | -1% | -4% |
| CCCCCCCSc1nnc(-c2ccccc2N)c(=O)[nH]1 | -83%[inhibitor] | -11% | -1% | -10% | -2% | . | 1% | 4% |
| Cc1nc2ccc(NC(=O)N(C(C)C)C(C)C)cc2s1 | 7% | -29% | -7% | 4% | -9% | 11% | 1% | 22% |
| C=CC(C1=CC(=O)C(OC)=C(OC)C1=O)c1ccccc1 (configuration not stated) | 1% | ? | -4% | 0% | -3% | ? | -1% | -15% |
| COc1ccc(CC(=O)N2CCN(C(=O)Cc3ccc(OC)cc3)CC2)cc1 | ? | 1% | i | -9% | -7% | -2% | 3% | 5% |
| CNC(=S)Nc1ccc(N2CCN(c3ccc(C(F)(F)F)cn3)CC2)nc1 | . | -6% | -2% | 4% | 7% | . | -2% | 13% |
| COc1ccc(C(=O)N2CCC3(CCCN(c4ccncc4)C3)CC2)cc1 | -15% | . | -4% | 12% | . | . | . | 4% |
| COc1cscc1C(N)=O | . | 2% | 0% | 4% | -10% | 3%[46 µM] | -5% | 10% |
| CCOC(=O)CCc1c(C)nc2cc(C3CCCN(C(=O)OC(C)(C)C)C3)[nH]n2c1=O (configuration not stated) | -16% | ? | ? | ? | -6% | 4% | -2% | 3% |
| Cc1ccc(-n2c(=O)c3c(n4cnnc24)-c2ccccc2CC32CCCCC2)cc1 | -7% | 2% | -8% | 3% | -4% | -5% | 0% | 0% |
| CSc1ncccc1C(=O)OCc1ccccc1 | 1% | -1% | i | -9% | -17% | 15% | 1% | -7% |
| COc1ccc(-c2cn3cc(Cl)ccc3n2)cc1OC | 11µM* | ? | i | ? | 1% | -10% | -3% | -6% |
| O=C(O)c1ccc(CSCc2c(F)cccc2Cl)o1 | . | 4% | i | -2% | -18% | 3% | -1% | 4% |
| CCC(C)NS(=O)(=O)c1ccc(S(=O)(=O)N(CCc2ccc(OC)c(OC)c2)Cc2cccs2)cc1 (configuration not stated) | -48%[inhibitor] | -6% | -14% | -1% | 1% | ? | ? | -20% |
| Cc1cccnc1NC1(C(F)(F)F)N=C(c2ccccc2)NC1=O (configuration not stated) | -17% | 22% | 2% | 11% | -14% | 7% | 2% | 6% |
| CCCS(=O)(=O)N1CCCC(C(=O)NCCCOCC)C1 (configuration not stated) | 10% | 6% | -3% | 2% | -12% | 11% | 0% | 5% |
| CCOC(=O)Cc1c[nH]c2ccccc12 | . | -6% | -3% | -9% | -4% | 5% | 0% | . |
| CCOC(=O)c1c(-c2ccccc2)csc1NC(=O)c1cc(S(=O)(=O)N2CCOCC2)ccc1C | -8% | ? | i | ? | -8% | -4% | 1% | 28% |
| COc1c([N+](=O)[O-])c(=O)oc2ccccc12 | 5% | 5% | 3% | 2% | 1% | -14% | -2% | -7% |
| S=c1[nH]nc(-c2cc(-c3ccccc3)n[nH]2)n1/N=C/c1ccccc1 | . | -5% | 10% | . | 23% | . | -7% | 4% |
| Cc1ccc(N2C(=O)N(CC(=O)N3CCOCC3)C(=O)C2C)cc1 (configuration not stated) | -1% | 7% | 0% | 5% | -7% | . | -3% | 7% |
| CN(C)Cc1c(O)ccc2c1O/C(=C\C=C\c1ccccc1)C2=O | . | ? | -12% | . | 11% | . | -15% | 15% |
| O=C1Cc2ccccc2C(c2ccc(Cl)cc2)N1 (configuration not stated) | . | -2% | i | 2% | -6% | . | -2% | 8% |
| CCc1nc2ccc(C(=O)Nc3ccc4c(c3)OCO4)cc2nc1CC | 7% | -16% | -13% | ? | 4% | -28%[46 µM] | -4% | 13% |
| CCN(C(=O)c1sc(N)c(C#N)c1C)C1CCCCC1 | -6% | 4% | 3% | ? | 3% | 8% | 1% | 5% |
| Cc1c(Br)c([N+](=O)[O-])nn1CCCC(=O)NC(C)c1ccccc1 (configuration not stated) | 19% | 1% | -4% | -9% | 0% | . | -1% | -7% |
| COc1ccc(/C=C/C(=O)N2CCCc3ccccc32)cc1 | . | -6% | 0% | ? | 9% | ? | 0% | 9% |
| CN1C(=O)C(Cc2c[nH]c3ccccc23)NC1=S (configuration not stated) | 13µM* | -7% | -15%&-3% | 6% | -6%&1% | . | ? | 6% |
| Nc1nc(SCC(=O)N2CCOCC2)n[nH]1 | -1% | -12% | i | -7% | -2% | ? | -1% | 13% |
| COc1cccc2cc(-c3csc(NC(=O)CCC(=O)NCCCN4CCC(C)CC4)n3)c(=O)oc12 | . | -7% | 1% | . | -1% | . | -2% | 16% |
| O=C(Cc1ccccc1)c1c[nH]c(C(=O)NC2CCCC2)c1 | -1% | -2% | 3% | ? | 9% | ? | -1% | -2% |
| Cc1ccc(-n2[nH]c(C)c(C=Nc3ccc(S(=O)(=O)N4CCOCC4)cc3)c2=O)c(C)c1 | 2% | -5% | -4% | -3% | 5% | -8% | -19% | 2% |
| CCOC(=O)c1c(NC(=O)C2c3ccccc3Oc3ccccc32)sc(C(C)=O)c1C | . | 4% | i | -2% | -7% | 4% | -4% | . |
| COC(=O)c1ccccc1NC(=O)CSc1nc2ncccc2[nH]1 | -1% | 1% | i | 7% | 1% | ? | -1% | 12% |
| CC(c1ccon1)N(C)C(=O)c1ccc(OC2CCN(C(=O)C3CC3)CC2)cc1 (configuration not stated) | . | -2% | i | 5% | 2% | ? | 2% | -9% |
| O=C(O)COc1ccccc1/C=N/NC(=O)c1cc(-c2ccccc2)nc2ccccc12 | . | -12% | 28% | . | 2% | . | -2% | -7% |
| CCCC(=O)N(c1ccc(C(=O)O)cc1)c1nc(-c2ccccc2)c(C)s1 | . | 1% | i | -36% | -6% | . | -4% | -5% |
| Cc1ccc2cc(CN(C)S(C)(=O)=O)c(=O)[nH]c2c1 | . | -5% | -3% | ? | -9% | . | 2% | 3% |
| S=C(Nc1ccccc1)N1CCCCC1 | 21% | -9% | -1% | 3% | -4% | 8% | 0% | -3% |
